Compound activity: PubChem, several laboratories
LRH-1 inv ag = suppresses constitutive activity of human LRH-1. AID 602396. actives 0.13% (n = 360,000). inhibition, % at 3.6 µM. HEK293T StAR-luciferase reporter, LRH-1 transfected, 24 h;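 active = inhibition above the mean inhibition of all tested compounds plus 3 SD, cut at about 73% in these data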;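 also: 0% = DMSO wells and 100% = reporter-only cells lacking LRH-1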
Target sequence (O00482 whole entry, looked up): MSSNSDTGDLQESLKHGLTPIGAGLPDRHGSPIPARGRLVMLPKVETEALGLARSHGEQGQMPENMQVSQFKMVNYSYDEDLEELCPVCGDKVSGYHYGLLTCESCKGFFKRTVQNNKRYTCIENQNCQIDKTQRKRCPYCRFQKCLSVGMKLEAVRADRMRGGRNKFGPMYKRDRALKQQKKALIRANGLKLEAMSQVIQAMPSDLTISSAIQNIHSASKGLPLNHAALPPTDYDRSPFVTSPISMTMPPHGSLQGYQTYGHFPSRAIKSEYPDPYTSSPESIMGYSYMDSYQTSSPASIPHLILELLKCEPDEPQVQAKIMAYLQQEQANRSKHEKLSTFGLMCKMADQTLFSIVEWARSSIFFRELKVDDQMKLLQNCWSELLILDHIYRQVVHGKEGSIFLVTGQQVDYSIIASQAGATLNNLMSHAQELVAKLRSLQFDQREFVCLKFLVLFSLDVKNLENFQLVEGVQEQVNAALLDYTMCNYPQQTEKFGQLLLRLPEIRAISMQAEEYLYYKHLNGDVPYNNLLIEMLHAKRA
KKLEB tox = counter-screen for CF NF-kB inhibitors: cytotoxicity; KKLEB CF airway cells viability, ATPlite luminescence, overnight; active compounds read low; cells stimulated with P. aeruginosa culture filtrate; actives 0.36% (n = 360,000); AID 602141; activity change (cytotoxicity), % at 5 µM;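 active = corrected activity change at or below -50% at 5 µM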
Shn3 inh set2 = inhibitors of Schnurri-3 3'UTR reporter in osteoblasts. AID 588674. actives 0.52% (n = 360,000). Clone20 osteoblast Shn3 3'UTR firefly luciferase, 24 h. inhibition, % at 12.5 µM;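 active = mean inhibition of at least 75% with every replicate also reaching 75%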;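 also: 0% = median of neutral control wells and 100% = pilot-screen positive control compound; some compounds past the cut are filed as inactive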
EBV LMP1 NFkB = reduces LMP1-driven NF-kappaB luciferase signal | actives 0.69% (n = 350,000) | inhibition, % at 12.5 µM | LMP1-induced NF-kappaB luciferase reporter cells, luminescence | AID 504558; in the data active = inhibition above about 41%;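 also: 0% = neutral control wells and 100% = reference inhibitor control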
C8 TRAIL sens = caspase-8 TRAIL sensitization; inhibition (viability loss, TRAIL sensitization), % at 10 µM; NB7+C8 cells + TRAIL, ATPlite viability luminescence; AID 624354; actives 1% (n = 360,000);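 active = compounds causing at least 50% loss of cell viability in the single-dose screen, relative to plate controls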
NCOA1 inh = inhibits human SRC1 coactivator; Q15788; HEK293 GAL4-SRC1 luciferase reporter, luminescence; inhibition, % at 3.6 µM; actives 0.12% (n = 360,000); AID 588354;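 active = inhibition above the campaign mean plus 3 SD, with each screening campaign given its own cutoff, cut at about 60% in these data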;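 also: 0% = DMSO treated cells and 100% = gossypol at 36 µM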
TWEAK Fn14 block = TWEAK-Fn14 signaling inhibition; AID 1159606; actives 2% (n = 360,000); inhibition, % at 10 µM; TWEAK-stimulated Fn14 reporter cells, luciferase luminescence, 8 h; in the data active = inhibition above about 50%
TROY signal inh = blocks TROY-dependent signaling in reporter cells. Q293 LMP1-TROYcd NF-kB luciferase reporter, 4 h. inhibition, % at 10 µM. actives 0.98% (n = 360,000). AID 1347056;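 active = compounds whose plate-normalised and pattern-corrected inhibition of the luciferase reporter signal at the single screening dose is 50% or more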
NR2F2 inh = inhibitors of human COUP-TFII (NR2F2). inhibition, % at 8.6 µM. actives 0.7% (n = 370,000). HEK293T NGFI-A luciferase reporter, luminescence;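 active = inhibition above a per-plate cutoff, mean inhibition of test wells between control levels plus 3 SD, cut at about 38% in these data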;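 also: cells cotransfected with COUP-TFII expression vector driving the NGFI-A reporter; 0% = median of COUP-TF2 test wells and 100% = reporter-only cells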
Target sequence (P24468 whole entry, looked up): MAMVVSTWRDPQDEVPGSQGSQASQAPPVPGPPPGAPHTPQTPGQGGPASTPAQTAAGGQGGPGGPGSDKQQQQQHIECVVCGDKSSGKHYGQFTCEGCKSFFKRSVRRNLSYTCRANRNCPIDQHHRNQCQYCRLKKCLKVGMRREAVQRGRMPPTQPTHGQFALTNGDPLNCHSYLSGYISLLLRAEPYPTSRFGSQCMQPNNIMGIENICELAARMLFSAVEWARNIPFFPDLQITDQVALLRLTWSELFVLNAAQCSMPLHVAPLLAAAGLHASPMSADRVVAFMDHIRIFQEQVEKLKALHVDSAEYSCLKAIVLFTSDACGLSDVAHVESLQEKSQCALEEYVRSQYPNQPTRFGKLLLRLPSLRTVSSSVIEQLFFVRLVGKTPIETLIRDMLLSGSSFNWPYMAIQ
NCOA3 inh = inhibitors of human steroid receptor coactivator 3 (SRC3) | Q9Y6Q9 | AID 588352 | HEK293 GAL4-SRC3 luciferase reporter, luminescence | actives 0.17% (n = 360,000) | inhibition, % at 3.6 µM;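 active = inhibition above a per-campaign cutoff, the mean of all compounds plus 3 SD, cut at about 60% in these data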;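 also: 0% = DMSO-treated cells and 100% = gossypol-treated cells at 36 µM; higher means less SRC3-driven luciferase light from the GAL4 reporter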
CF NFkB block = blocks PAF-induced NF-kB reporter in cystic fibrosis cells | KKLEB NF-kB-GFP reporter, GFP fluorescence overnight | actives 0.86% (n = 360,000) | inhibition, % at 5 µM | AID 588850;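 active = at least 50% inhibition at 5 µM, scaled per plate between neutral and stimulator controls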;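 also: PAF is a Pseudomonas aeruginosa culture filtrate used as stimulus; plate controls were PAF-stimulated DMSO wells for no effect and unstimulated DMSO wells for full effect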
Numbers without * were called inactive; . = no result given.

The line under a structure holds: LRH-1 inv ag	KKLEB tox	Shn3 inh set2	EBV LMP1 NFkB	C8 TRAIL sens	NCOA1 inh	TWEAK Fn14 block	TROY signal inh	NR2F2 inh	NCOA3 inh	CF NFkB block
- CC(Sc1nnnn1C1CC1)C(=O)N1CC(=O)Nc2ccccc21 (stereo unspecified)
→ 4	0	11	-4	-4	-15	-6	-9	7	2	0
- CCOC(=O)C1=C(C)NC(=O)NC1c1ccc(OCC(N)=O)cc1 (stereo unspecified)
→ -12	-21	-12	2	4	-10	79*	.	-8	10	-2
- COc1ccc(-c2nnc(NC(=O)c3ccc(S(=O)(=O)N(C)CC4CCCO4)cc3)o2)c(OC)c1 (stereo unspecified)
→ -2	4	-4	17	8	2	-5	-12	24	-2	-11
- C=CCn1c(CSc2nc3ccccc3s2)nnc1SCC(=O)NCCN1CCOCC1
→ 8	-6	3	1	8	-1	-13	2	-3	6	-1
- Cc1cc(NC(=O)c2cc3n(n2)C(C(F)(F)F)CC(c2ccco2)N3)n(-c2ccccc2)n1 (stereo unspecified)
→ -21	-7	3	-4	-3	3	13	15	4	12	25
- O=C(N/N=C/C=C/c1ccccc1)c1ccccc1Br
→ -28	-2	-14	-17	-6	-23	-8	-46	-8	-19	-4
- Cc1ccc(/C(N)=N/OC(=O)Oc2ccccc2)cc1
→ -21	3	6	-2	-5	0	-9	-16	0	-3	-5
- C/C(=N\Nc1nc2ccccc2s1)c1cccs1
→ -117	-17	15	-38	67*	-128	68*	-1	-15	-81	-7
- CCOc1ccc(OCCC(=O)Nc2ccccc2C(=O)NC2CC2)cc1
→ 13	-8	-8	-1	0	-6	6	-2	3	-1	-2
- CC1(C)CC(=O)C2=C(C1)Nc1ccccc1NC2c1ccccc1F (stereo unspecified)
→ -4	4	8	-4	-10	5	-18	-7	-4	-5	1
- Cc1ccc(Sc2ncccc2C(=O)NCc2cc([N+](=O)[O-])ccc2O)cc1C
→ -14	4	-9	-3	5	-10	-27	4	-11	-16	4
- C=CCC(=O)N1CCCC(CCC(=O)NCc2ccccc2F)C1 (stereo unspecified)
→ -1	1	-11	8	-3	-10	-2	-5	11	-5	0
- Cc1csc(=O)n1CC(=O)OC(C)C(=O)Nc1cccc(Cl)c1 (stereo unspecified)
→ -13	-11	-4	1	6	-21	6	4	9	8	14
- COc1cccc(N2CCN(c3ccc4nnc(CCC(=O)Nc5cccc(C(C)=O)c5)n4n3)CC2)c1
→ 16	-1	-7	-4	-8	1	-18	-1	5	12	1
- COc1cccc(C(O)c2nc(-c3ccc(OC)nc3)cs2)c1 (stereo unspecified)
→ 0	0	-2	.	3	-23	5	4	1	-14	-12
- CC(C(=O)NC1CCCC1)N(C(=O)Cn1nnc(-c2ccc(F)cc2)n1)c1ccccc1F (stereo unspecified)
→ 14	-11	22	10	5	-3	28	29	24	-2	4
- Cc1ccc(NC(=O)c2cccc3ccccc23)cc1
→ -42	3	-61	-34	8	-43	-9	-38	6	-57	-12
- CCOc1ccc(NC(=O)C2CCCN(S(=O)(=O)c3ccc4c(c3)CCCN4C(C)=O)C2)cc1 (stereo unspecified)
→ 13	-5	6	17	-19	-20	-7	5	18	-3	2
- Cc1cccc(NC(=S)N2CCC(NC(=O)C3CCCCC3)CC2)c1
→ -15	-1	11	-4	-20	3	32	8	7	-2	-1
- COc1c(C)cccc1C(=O)Nc1cc(-c2nn3c(C)nnc3s2)ccc1C
→ 26	-1	7	22	29	-14	13	3	-9	-20	-6
- CC(=O)c1ccc(N2CCc3ccccc3C2)c([N+](=O)[O-])c1
→ -72	-9	-11	15	-12	-31	-31	-38	-19	-48	7
- O=C(OCC(=O)N1CCN(C(=O)c2ccco2)CC1)c1ccccc1C(=O)c1ccccc1
→ 9	2	-2	-10	-14	7	79*	.	6	2	4
- Cc1ccc(N2C(=O)N3[C@H](c4ccc(Cl)cc4)[C@@H]4C(=O)N(C5CCCCC5)C(=O)[C@@H]4[C@]3(Cc3ccccc3)C2=O)cc1
→ 8	-15	6	0	9	-17	-24	-24	7	11	2
- Cc1ccc(-c2onc3ccc(C(=O)O)cc23)cc1
→ -161	12	-135	-38	-1	-112	15	-57	-52	-87	19
- CCOc1ccc(CN2CCN(CCCc3ccccc3)CC2CCO)cc1 (stereo unspecified)
→ 6	3	7	-3	-6	-5	-1	16	10	15	6
- COc1ccccc1N1CC(C(=O)Nc2nnc(SCC(=O)N3CCCC3)s2)CC1=O (stereo unspecified)
→ -6	9	17	3	15	-10	-11	-16	-3	30	9
- O=S(=O)(NC1CC2CCC1C2)c1ccc(Br)s1 (stereo unspecified)
→ 4	6	1	-2	2	11	-7	-9	-10	-2	-9
- CC(C)(C)NC(=O)C(c1ccc(F)cc1)N(CCc1ccccc1)C(=O)c1ccn[nH]1 (stereo unspecified)
→ -4	-6	-4	-4	-9	-12	-6	-4	21	11	12
- CCN(Cc1ccncc1)C(=O)c1ccc(C)c(S(=O)(=O)N2CCCCC2)c1
→ -14	-14	6	-6	6	-23	3	0	17	13	-1
- Cc1ccc(Nc2nc3nonc3[nH]c2=O)cc1
→ -71	7	-16	-19	2	-36	4	-33	-18	-38	3

Going on with the list.
The line under a structure holds: LRH-1 inv ag	KKLEB tox	Shn3 inh set2	EBV LMP1 NFkB	C8 TRAIL sens	NCOA1 inh	TWEAK Fn14 block	TROY signal inh	NR2F2 inh	NCOA3 inh	CF NFkB block
- O=C(CSc1nnc(CNC(=O)c2c(F)cccc2F)o1)NCc1ccccc1Cl
→ 17	4	0	-5	6	-4	7	1	5	-17	3
- O=C(Cc1ccccc1)NN1C(=O)/C(=C/c2ccc(C(=O)O)cc2)SC1=S
→ 4	-4	.	-8	-4	-1	8	-1	12	13	-1
- CCOc1ccc(S(=O)(=O)Nc2cccc(C(=O)NCC3(N4CCCCC4)CCCCC3)c2)cc1
→ 2	-2	11	-60	27	-28	-1	8	4	-1	18
- COc1ccc(N2C(=O)CC(SCCc3nc4ccccc4[nH]3)C2=O)cc1 (stereo unspecified)
→ -11	7	-9	2	-1	-48	-2	4	-21	-2	-6
- CCc1ccc(S(=O)(=O)N2CC(=O)Nc3ccccc32)cc1
→ 8	0	17	-1	0	-2	0	3	-5	6	16
- CCc1nn(CC(=O)N2CCC(C(N)=O)CC2)c(=O)c2cc3occc3n12
→ -10	14	-5	1	-6	13	0	-12	4	13	-7
- O=C(c1ccncc1)c1ccc(N2CCN(C3CC(=O)N(Cc4cccs4)C3=O)CC2)cc1 (stereo unspecified)
→ 14	-4	-23	2	-12	14	34	33	38*	1	10
- CCOc1ccc(C(=O)NCC(=O)OCc2cc(C(C)=O)ccc2OC)cc1
→ 12	9	-77	-7	-3	-11	-6	3	-5	8	-4
- CC(CCc1ccccc1)NC(=O)c1ccc(C(=O)NC(C)CCc2ccccc2)cc1 (stereo unspecified)
→ 27	1	53	6	-7	-2	31	15	6	10	37
- CCN(Cc1ccncc1)C(=O)c1cccc(S(=O)(=O)N2CCOCC2)c1
→ 5	0	9	6	-3	-12	8	-4	-9	16	3
- COc1ccc(OC)c(C(=O)CSc2nnc(-c3cccnc3)n2C)c1
→ -22	-3	-3	2	-2	-3	-21	8	11	4	4
- CN(C)C1=NC[C@H](Cc2ccccc2)N1CC1CCCCCC1
→ 10	0	36	-1	2	-2	1	-6	14	31	-5
- COc1ccc(S(=O)(=O)Nc2cccc3c2O[C@H](CN(C)S(=O)(=O)c2ccc(Cl)cc2)[C@H](C)CN([C@H](C)CO)C3=O)cc1
→ -10	-15	10	-6	-3	-28	-3	1	4	6	-10
- CC1CC(c2ccccc2)n2nc(NC(=O)c3ccco3)nc2N1 (stereo unspecified)
→ 8	-7	10	-5	-1	-18	7	-1	1	12	3
- CN(CCCNC(=O)C1CCC(CNS(=O)(=O)c2ccccc2)CC1)Cc1ccccc1 (stereo unspecified)
→ 11	13	-3	6	-5	-25	3	-27	-5	22	-1
- O=C(c1cc(-c2ccccc2)nc2ccccc12)N1CCN(C2CCS(=O)(=O)C2)CC1 (stereo unspecified)
→ 9	-33	-94	5	-1	1	21	-8	-1	7	12
- CC1=C(CO)C(=O)OC([C@@H](C)C2CC[C@H]3C4C[C@H]5O[C@]56[C@@H](O)C=CC(=O)[C@]6(C)C4CC[C@]23C)C1 (stereo partly specified)
→ 62	-3	98*	83*	39	14	103*	49	44*	20	85*
- Cn1nnnc1Sc1ncnc2scc(-c3cccc(C(F)(F)F)c3)c12
→ -2	-52*	23	21	26	14	90*	58*	-15	27	71*
- COc1ccc(S(=O)(=O)N2CCOCC2)cc1NC(=O)CN1C(=O)NC(C)(C2CC2)C1=O (stereo unspecified)
→ -13	-3	5	0	-7	1	-1	-21	6	-8	11
- CCCCCOC(=O)Cc1c(C)nc(-c2ccccc2)[nH]c1=O
→ 11	-12	-7	-5	11	-9	-2	12	-2	16	15
- CS(=O)(=O)c1ccc2c(c1)sc1nc(=O)c(/C=C3/C=CC(=O)C(O)=C3)c(N)n12
→ -13	-5	-7	-10	5	-36	24	-11	7	-12	22
- C=CCN(c1ccccc1)S(=O)(=O)c1cccc(C(=O)Nc2cc(C)ccn2)c1
→ -44	4	-19	-17	21	-37	-9	44	-17	-48	6
- Cc1ccc(-n2ncc3c(=O)n(CC(=O)N4CCCc5ccccc54)cnc32)cc1C
→ -6	-5	15	2	-11	6	37	13	1	2	11
- CCC(C)(C)NC(=O)C(c1ccccc1Cl)N(C(=O)CCC(=O)Nc1cc(C)on1)C(C)(C)C (stereo unspecified)
→ 0	9	15	-3	-9	0	20	17	7	15	-13
- CC(=O)/C(N=Nc1nc2c([nH]1)c(=O)n(C)c(=O)n2C)=C(\C)O
→ -6	0	-1	-5	6	-12	6	-12	-14	6	5
- c1ccc(-n2ncc3c(N4CCCCC4)ncnc32)cc1
→ -63	-37	9	41*	86*	3	95*	71*	18	-2	-19
- Cc1ccc(S(=O)(=O)c2cc3c(=O)n4ccccc4nc3n(C)c2=N)cc1C
→ 6	-3	14	5	-1	-12	12	-9	-4	7	3
- O=C(Nc1ccc2c(c1)OCO2)c1cc2ncc(Br)cn2n1
→ -15	-19	1	-12	0	-13	-42	-3	-20	-25	15
- O=C(CN1CC(c2ccccc2)CC1=O)N/N=C/c1cc(Br)ccc1O (stereo unspecified)
→ 26	-6	88*	1	52*	20	-10	-2	-1	37	28
- CSc1ccccc1N1CCN(C(=O)Nc2ccc3c(c2)NC(=O)CO3)CC1
→ -13	11	-3	33	-3	6	12	-5	1	9	-20

Additional entries follow:
The line under a structure holds: LRH-1 inv ag	KKLEB tox	Shn3 inh set2	EBV LMP1 NFkB	C8 TRAIL sens	NCOA1 inh	TWEAK Fn14 block	TROY signal inh	NR2F2 inh	NCOA3 inh	CF NFkB block
- CC(C)Sc1nc2ncnc(N)c2[nH]1
→ 16	0	-13	35	-5	9	-10	10	11	18	7
- Cc1sc2nc(SCC(=O)NCCCO)n(-c3ccccc3)c(=O)c2c1C
→ 2	3	-3	6	1	-12	11	-16	0	-9	-16
- CCc1nc2ccc(C(=O)NCCN3CCNC3=O)cn2c1N(CC)Cc1cccc(Br)c1
→ 22	-2	-2	.	-7	0	-5	15	5	2	-6
- CCOc1ccc(-c2cc(CCCC(=O)Nc3cccc(OC)c3)no2)cc1
→ 43	-6	22	47*	13	5	57*	24	42*	0	6

An excerpt; rates above refer to the full screens.
